ARNT-TACC3 inh – disruptors of ARNT/TACC3 protein interaction, primary screen, biochemical, AlphaScreen, single concentration. Transforming acidic coiled-coil-containing protein 3 (Homo sapiens), Q9Y6A5. 390,000 tested, 0.66% active. inhibition, % at 9.99 µM. AID 623870, 2012. AlphaScreen His-ARNT PAS-B/GST-TACC3 binding, luminescence; TACC3 fragment carries E629A point mutation;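 active = mean inhibition of replicates at least 50% and at least half of replicates each reaching 50%; inconclusive = half or more replicates reach 50% but mean below 50%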;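 also: 0% = complete ARNT plus TACC3 wells and 100% = ARNT alone without TACC3; many hits fall short of the cut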
XiGFP reactiv – activators of inactive X chromosome reactivation, primary screen, imaging, XiGFP fibroblasts, GFP high-content imaging, set 2. XiGFP mouse fibroblasts, % GFP-positive cells imaging, 3 d; cells co-treated with 5-aza-dC sensitizer; scaled so ellipticine positive control = 100%. 360,000 tested, 0.055% active. activation, % at 7.58 µM;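 active = mean normalized replicate activation at least 10% and every replicate at or above 10%; inconclusive = only one of the two criteria met; inactive = mean below 10% and not all replicates reach 10%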;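 also: 0% = median of on-plate neutral control wells and 100% = ellipticine 6 µM median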
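Assay system – SV40-immortalized XiGFP fibroblast cells, line 68-5-11 · Buffer or medium – DMEM supplemented with 5-aza-dC as sensitizing agent · Dosing – one concentration, pinned · Benchmarks – positive control ellipticine, 6 µM final · Times – 3 days compound exposure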
ERp5 block – inhibitors of ERp5-driven insulin aggregation, primary screen, biochemical, turbidity, absorbance 650 nm, single point | 90 min | inhibition, % at 9.99 µM | Protein disulfide-isomerase A6 (Homo sapiens), Q15084 | 350,000 tested, 0.05% active;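 active = mean replicate inhibition above about 25%, with every replicate also reaching it, limit read from the data, passing the limit was not always enough; inconclusive = only one of those two criteria met; inactive = neither criterion met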
Target sequence (Q15084 whole entry, looked up): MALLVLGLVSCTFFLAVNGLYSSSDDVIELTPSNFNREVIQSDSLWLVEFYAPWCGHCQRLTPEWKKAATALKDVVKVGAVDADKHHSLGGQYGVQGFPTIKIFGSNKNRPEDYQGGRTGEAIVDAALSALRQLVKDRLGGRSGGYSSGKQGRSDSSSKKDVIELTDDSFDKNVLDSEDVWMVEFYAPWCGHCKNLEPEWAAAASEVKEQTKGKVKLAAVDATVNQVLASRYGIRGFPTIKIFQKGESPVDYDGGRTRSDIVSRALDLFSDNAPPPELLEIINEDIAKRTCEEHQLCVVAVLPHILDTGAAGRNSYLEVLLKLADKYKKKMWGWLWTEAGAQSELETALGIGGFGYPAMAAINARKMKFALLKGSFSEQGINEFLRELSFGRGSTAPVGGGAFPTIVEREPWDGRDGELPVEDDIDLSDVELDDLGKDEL
GSIS activator – GLuc luminescence reporter in INS-1E cells, primary screen for activators of glucose-dependent secretion of insulin; activation, % at 16.6 µM; 370,000 tested, 0.61% active; INS-1E GLuc reporter insulin secretion, 2-3 h; AID 743287, 2014;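 active = lowest replicate activation of at least 40%, so every replicate reaches that level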;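 also: 0% = median of neutral control wells and 100% = median of IBMX positive control wells; some compounds called inactive have numbers as strong as hits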
EWS-Fli inh – EWS/Fli-driven NR0B1 reporter inhibitors, primary screen, A673 cells, NR0B1 luciferase, luminescence, MLPCN library. 350,000 tested, 0.67% active. inhibition, % at 12.6 µM. viability-normalised;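 active = mean inhibition of at least 50% after viability correction, with every replicate also passing that limit; inconclusive = mean reaches 50% but only one of two replicates passes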;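 also: firefly luciferase signal divided by Alamar Blue viability fluorescence both relative to DMSO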
PAX8 inh HTS – inhibitors of PAX8-driven TPO luciferase reporter, primary screen, RMG-I cells, single concentration | 360,000 tested, 1.2% active | AID 652154, 2013 | inhibition, % at 12.6 µM | SteadyGlo, 24 h;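 active = mean replicate inhibition at least 60% with every replicate also reaching 60%; inconclusive = only one of the two criteria is met; inactive = mean below 60% and not all replicates reaching 60%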;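 also: luciferase light reporting Pax8 driven TPO promoter activity; plate controls were median of neutral control wells for no effect and mitoxantrone controls for full effect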
DENV2 CPE – inhibitors of DENV2 cytopathic effect, primary screen, cell-based, plate reader, single concentration; DENV2-infected cells, cytopathic effect rescue; 350,000 tested, 1.7% active; CPE inhibition, % at 9.99 µM; in the data active = CPE inhibition above about 20%, passing the limit was not always enough; inconclusive = no clear call, values can overlap the other calls; tested in BHK-21 cells;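 also: 0% = median of neutral control wells and 100% = median of positive control wells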
F508del corr – F508del CFTR correction, initial screen, CFBE line, single point; CFBE cells, YFP halide quenching; stimulated with forskolin plus potentiator P3; % fluorescence drop versus neutral controls; activity (quench increase), % at 7.58 µM; 350,000 tested, 0.36% active;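 active = mean added fluorescence quench of at least 8% versus neutral control, with both replicates also reaching 8%; inconclusive = only one of the mean or replicate conditions met; inactive = mean below 8% and not both replicates reaching 8%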;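 also: cells transiently co-express mutant CFTR-F508del with the halide-sensitive YFP; corrector assay measuring rescue of mutant channel to the surface after 24 h compound exposure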
* marks the source's active call; other numbers are inactive results; ? = inconclusive; . = no result given.

SMILES	ARNT-TACC3 inh	XiGFP reactiv	ERp5 block	GSIS activator	EWS-Fli inh	PAX8 inh HTS	DENV2 CPE	F508del corr
CCOc1ccc(C2Nc3ccccc3NC3=C2C(=O)CC(C)(C)C3)cc1OC (stereo not drawn)	11.3	0.0	0.1	-22.0	-2.8	-2.0	2.5	-3.4
CCOC(=O)C1CCN(C(=O)COC(=O)C2CCN(S(=O)(=O)c3ccc(C)c(C)c3)CC2)CC1	-4.8	0.1	-0.4	17.6	0.1	-7.2	-3.3	-2.9
COC(=O)[C@H](C)[C@H]1C[C@]1(C)[C@H](NC(=O)OCc1ccccc1)c1ccccc1	-0.7	0.0	.	-6.3	-11.4	-10.9	.	-3.2
COc1ccc(NC2CCCN(C(=O)CCN3Cc4ccccc4C3=O)C2)cc1 (stereo not drawn)	6.0	0.0	-10.8	13.6	5.4	10.6	-3.7	-1.4
CC1C(=O)Nc2ccccc2N1C(=O)c1ccc(O)cc1 (stereo not drawn)	-5.4	0.2	-0.4	16.6	11.2	-4.0	-4.5	-1.2
O=C(CCc1nc2ccccc2c(=O)[nH]1)Nc1nnc(SCc2ccccc2)s1	2.3	0.9	-7.2	15.6	5.8	0.4	13.3	-7.1
CC(C)c1ccc(CN2CC(C(=O)Nc3ccccc3)CC2=O)cc1 (stereo not drawn)	-4.1	0.2	6.7	-27.6	3.2	8.7	.	-0.9
COc1ccc2c(c1)C(=O)C1(CC2)OC1c1cccnc1 (stereo not drawn)	.	0.0	4.7	.	-10.9	16.5	?	-2.0
O=[N+]([O-])c1ccc(N=NNc2ccc([N+](=O)[O-])cc2)cc1	-4.3	0.0	-6.7	2.5	-22.1	-63.0	5.9	2.6
Cc1c(NC(=O)c2cccc(S(=O)(=O)N(C)c3ccccc3)c2)c(=O)n(-c2ccccc2)n1C	0.4	0.1	1.6	4.6	3.5	5.9	?	-3.9
CN1CCCCC1(C)C(=O)NCc1cc(Cl)ccc1F (stereo not drawn)	.	-0.1	0.0	-3.0	-14.7	-8.3	13.3	-0.7
Cc1ccc(NS(=O)(=O)c2ccc(C3CCCCC3)cc2)cc1	-1.7	0.0	0.6	20.7	23.2	46.4	-13.2	2.7
C[C@@H]1CN([C@H](C)CO)C(=O)c2cc(NS(=O)(=O)c3cn(C)cn3)ccc2O[C@H]1CN(C)S(=O)(=O)c1cccs1	-4.6	-1.0	-2.7	7.6	1.4	.	0.7	-1.2
COc1ccc(C2CC(=O)C(c3ccc(C)cc3)=CN2Cc2ccccc2)cc1 (stereo not drawn)	.	0.4	9.9	159.4*	-37.9	-38.5	7.6	-0.2
COC(=O)C1(C)NC(=O)c2ccccc2N1 (stereo not drawn)	4.3	0.1	-3.2	19.0	-0.4	-9.9	-4.2	2.8
CCCNC(=O)N1C[C@@H](C)[C@@H](OC)CN(C)C(=O)c2cc(NC(=O)CC)ccc2OC[C@H]1C	-16.5	0.4	-0.2	9.4	2.5	-2.2	2.9	-1.5
CCC(=O)N1[C@H](CNC(C)=O)[C@@H](c2ccc(-c3ccc(F)cc3)cc2)[C@@H]1CO	0.4	0.1	-8.2	-4.8	2.1	-13.8	-7.2	1.2
COC(=O)c1ccccc1NC(=O)COC(=O)CO/N=C(\C)c1ccc2c(c1)OCO2	.	0.2	1.0	0.0	-11.3	-17.9	4.2	-1.8
Clc1cccc(NCc2nnc3n2CCCCC3)c1	6.2	0.0	-13.1	22.3	-24.1	-17.3	-2.8	2.5
OC[C@@H]1[C@H](c2ccc(C#CC3(O)CCCC3)cc2)[C@@H]2CN(Cc3cncnc3)CCCCN12	-2.7	0.2	0.5	9.8	-7.1	2.3	-1.7	1.4
CCNC(=O)C1(C)CCN(C(=O)c2cccc(Cl)c2)C1 (stereo not drawn)	.	0.0	4.8	-13.4	2.4	-27.9	4.2	0.5
COc1ccc(S(=O)(=O)N(C)C[C@@H]2Oc3ccc(NS(=O)(=O)c4ccc(Cl)cc4)cc3CC(=O)N([C@@H](C)CO)C[C@H]2C)cc1	.	-1.0	.	-16.0	27.7	33.1	-1.1	-3.3
Cc1ccc(S(=O)(=O)N2CCN(c3cnn(C)c(=O)c3Cl)CC2)cc1	-9.7	0.1	8.0	16.4	1.9	-9.3	2.4	1.9
O=C(C[C@@H]1CC[C@@H](NC(=O)c2cccc(F)c2)[C@@H](CO)O1)NCc1ccc(Oc2ccccc2)cc1	-8.8	-0.4	-3.8	-33.4	13.4	37.7	6.5	-4.8
Cn1c(=O)c2c(nc(N/N=C/c3cccs3)n2Cc2ccccc2)n(C)c1=O	11.5	0.0	-0.3	11.6	-14.9	-10.7	-7.2	-0.3
N#C[C@@H]1[C@H](c2ccc(-c3cncnc3)cc2)[C@@H](CO)N1C(=O)Cc1ccccc1	-18.5	0.0	0.7	-4.6	-12.2	-28.4	2.9	5.2
CC(SCC(=O)Nc1ccccc1Br)c1nc2ccccc2c(=O)[nH]1 (stereo not drawn)	.	-0.1	6.3	5.7	1.5	12.4	1.6	-1.0
CC(=O)c1ccc(N2CCN(S(=O)(=O)c3csc(C(N)=O)c3)CC2)cc1	-1.3	0.0	-8.6	-2.1	-5.3	-9.7	-7.0	-0.5
O=C(Nc1ccccc1)C1=C[C@H](c2ccccc2)C[C@H](OCc2ccc(CO)cc2)O1	-2.5	-0.2	-0.6	4.5	-26.8	-24.3	-9.7	-0.6
COc1ccc(CCNC(=O)CN(c2ccc(OC)c(OC)c2)S(=O)(=O)c2ccccc2)cc1OC	9.6	0.0	2.3	27.5	10.5	12.2	-3.4	-2.9
Cc1onc(-c2ccccc2)c1C(=O)N(Cc1ccccn1)Cc1ccccn1	-16.0	0.0	2.7	.	9.6	7.3	-0.7	1.3
CSc1ncnc2c1ncn2CCCNCc1ccco1	.	0.1	2.1	10.9	-4.7	-3.5	-6.9	-1.1
CCCNC(=O)[C@H]1[C@H](CO)[C@H]2Cn3c(ccc(-c4ccccc4OC)c3=O)[C@H]2N1S(C)(=O)=O	.	0.0	-0.3	6.6	0.7	-10.9	-13.0	-1.3
COc1cccc(NC(=O)CN(C)C(=O)COc2cc(C)ccc2Cl)c1	-1.9	-0.1	-3.8	-29.9	-3.1	13.0	0.7	3.3
COc1ccc(S(=O)(=O)Nc2cccc3c2O[C@@H](CN(C)C(=O)Nc2ccc4c(c2)OCO4)[C@@H](C)CN([C@@H](C)CO)C3=O)cc1	-4.7	0.0	2.2	-8.7	-10.8	.	1.8	-4.0
CC(=O)Nc1cc(-c2cccc(NS(C)(=O)=O)c2)cn2c(-c3cccc(C(C)=O)c3)cnc12	.	0.0	2.2	-0.2	7.7	14.7	32.9*	1.4
C=CCn1c(-c2ccc(Cl)cc2)cnc1SC(C)C(N)=O (stereo not drawn)	-2.3	-0.5	6.0	10.7	6.3	6.7	3.9	-1.1
O=C(c1ccc([N+](=O)[O-])o1)N1CCN(c2nc3ccc(F)cc3s2)CC1	0.2	-0.1	-1.9	3.8	4.1	0.4	-6.5	-4.0
CCN(CC)S(=O)(=O)c1ccc(OC)c(NC(=O)Cn2cnc3c2c(=O)n(C)c(=O)n3C)c1	-7.4	-0.1	-1.8	4.4	1.9	0.2	?	-2.0
OCCN(CC#CC(O)(c1ccccc1)c1ccccc1)CCO	1.9	-0.1	-6.6	-3.1	0.5	7.7	16.9	1.4
Cc1ccc(S(=O)(=O)Nc2ccc(C(=O)NCc3ccncc3)cc2)cc1	-10.1	-0.1	4.4	-4.3	.	3.4	-12.1	1.4
CC(C)(C)NCC(O)COc1ccccc1C(C)(C)C (stereo not drawn)	0.7	.	-4.5	16.0	.	.	4.3	.
CS(=O)(=O)N1[C@H](CO)[C@@H](c2ccccc2-c2ccccc2F)[C@@H]1C#N	.	0.0	-3.9	5.0	2.1	.	-1.7	-0.6
CCOC(=O)CN1C(=O)N[C@@H](c2cccc(C(F)(F)F)c2)C(C(=O)OC)=C1C	-5.9	0.0	6.1	10.9	-14.7	7.9	-10.3	0.9
Cc1ccc(CN(Cc2ccccc2)C(=S)Nc2ccccc2C)o1	-3.4	0.2	0.4	-9.1	3.0	-5.0	4.9	-1.9
O=C(C1CCCC1)N1CC2(C1)[C@H](c1ccccc1)[C@H](CO)N2Cc1nccs1	.	0.0	0.0	15.4	-14.6	.	?	1.4
COc1ccc(CC(N)c2csc(NC(=O)NC(c3ccccc3)c3ccccc3)n2)cc1 (stereo not drawn)	.	0.5	-4.8	-0.3	33.6	9.2	18.9	2.1
COc1ccccc1CNC(=O)C[C@@H]1C[C@H]2c3cc(NS(C)(=O)=O)ccc3O[C@H]2[C@@H](CO)O1	-0.8	0.1	10.0	6.1	-1.8	1.4	8.6	-0.3
COc1ccc(CNC(=O)c2nnn(CC(=O)Nc3cc(C)cc(C)c3)c2N)cc1	6.9	0.0	-16.7	1.7	-0.8	-18.6	-3.0	-1.4
C[C@H](CO)N1C[C@H](C)[C@H](CN(C)C(=O)Nc2ccc(F)cc2)Oc2ncc(C#CCN(C)C)cc2C1=O	-11.2	-1.1	-4.8	-7.5	-15.1	.	-11.7	-0.8
CCOc1ccccc1N(CC(=O)Nc1ccc(OC)cc1)S(=O)(=O)c1ccccc1	0.4	0.1	-0.7	-8.9	3.1	22.8	27.9*	3.1
COc1ccc(NC(=O)C2CCN(S(=O)(=O)c3ccc(N4CCCC4=O)cc3)CC2)c(OC)c1	2.9	0.0	3.1	1.3	.	6.9	-8.7	-2.2
O=C(CCCN1C(=O)/C(=C/c2ccccc2Cl)SC1=S)N1CCOCC1	7.3	0.4	-35.1	3.8	.	8.7	-0.7	1.3
COc1ccc(CN(C)C[C@@H]2OCCCC[C@H](C)Oc3ccc(NS(C)(=O)=O)cc3C(=O)N([C@H](C)CO)C[C@H]2C)cc1	-3.2	0.3	1.2	5.2	-10.1	-3.7	6.4	-3.8
O=C(N/C(=C\c1cccc(Br)c1)C(=O)N1CCCCC1)c1ccco1	2.6	0.1	2.7	-29.8	5.2	21.2	2.4	0.6
C/C=C/c1cccc(-c2nc(C(=O)NCc3cccc(OC)c3)cc3c2[C@@H](CCO)N([S@](=O)C(C)(C)C)C3)c1	9.8	0.1	-3.9	-24.7	6.3	-1.8	?	0.7
COc1cc(-c2[nH]ncc2CN2CCSCC2)cc(OC)c1OC	0.4	13.6	0.4	-25.5	6.7	21.5	16.3	-0.8
COCC(=O)N(C)C[C@H]1Oc2ncc(-c3ccc(C#N)cc3)cc2C(=O)N([C@@H](C)CO)C[C@H]1C	-2.9	0.5	2.9	-1.4	-13.2	-0.7	-3.2	2.2
